# Source: PubChem BioAssay
# SNCA viab count = counter-screen for SNCA expression inhibitors: cell viability; HEK-293-SNCA-luc viability, GF-AFC fluorescence, 24 h; Potency, µM (doses to about 57.1 µM), for the others: top-dose activity change, negative = cytotoxicity, usual class: cytotoxic; actives 0.12% (n = 150,000);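 also: potency is read from the fitted curve at half-maximal effect; 0% = DMSO-treated cells and -100% = medium-only wells without cells; nearly all actives have a fitted effect of over 30% in size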
#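 HEK-293-SNCA-luc cells (1500/well) plated 24 h, then exposed 24 h to a dilution series; GF-AFC added 30 min at 37C, fluorescence 405/540 nm; normalised to medium-only and DMSO wells, Hill fit.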
# 3T3 cytotox = kills NIH 3T3 cells. NIH 3T3 viability, CellTiter-Glo ATP luminescence, 48-72 h. Potency, µM (highest dose often 96.7 µM), inactives show at the highest dose activity change, negative = cytotoxicity, usual class: inhibitors. actives 4.3% (n = 94,000); also: potency is read from the fitted curve at half-maximal effect; nearly all actives have a fitted effect of over 55% in size
#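 Mouse fibroblast NIH 3T3 cells, 400 per well, received compound via pintool and were incubated for 48 or 72 hr prior to CellTiter-Glo ATP luminescence measurement.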
# SNCA expr inh = inhibitors of alpha-synuclein (SNCA) gene expression; actives 0.17% (n = 140,000); HEK-293 SNCA-luciferase knock-in, luminescence, 24 h; Potency, µM (titrated, usually from 57.2 µM), inactives show at the highest dose activity change, negative = inhibition, hits mostly inhibitors;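 also: potency is read from the fitted curve at half-maximal effect; plate controls were DMSO cells for no effect and cell-free wells for full effect; nearly all actives have a fitted effect of over 45% in size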
# HEK cytotox = kills HEK 293 cells; HEK 293 viability, ATP luminescence (CellTiter-Glo), 48-72 h; Potency, µM (series often up to 115 µM), without a hit: at the top dose activity change, negative = cytotoxicity, actives largely listed as inhibitors; actives 6.6% (n = 94,000); also: potency is read from the fitted curve at half-maximal effect; nearly all actives have a fitted effect of over 60% in size
#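 HEK 293 cells at 250 cells/well were exposed to compounds by pintool transfer for 48 or 72 hr at 37 degree Celsius, 5% CO2. Viability was read as ATP-coupled luminescence with CellTiter-Glo after 10 min at room temperature.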
# GPT2 inh = inhibitors of human GPT2 alanine aminotransferase; Q8TD30; Recombinant GPT2, coupled pyruvate oxidase/HRP Amplex Red fluorescence; Potency, µM (top dose mostly 57.7 µM), for inactives: at the top dose activity change, negative = inhibition, actives largely listed as inhibitors; actives 0.25% (n = 100,000); AID 1671188; also: potency is read from the fitted curve at half-maximal effect; nearly all actives have a fitted effect of over 60% in size; many of its hits are not listed in these tables
# Target sequence (Q8TD30 whole entry, looked up): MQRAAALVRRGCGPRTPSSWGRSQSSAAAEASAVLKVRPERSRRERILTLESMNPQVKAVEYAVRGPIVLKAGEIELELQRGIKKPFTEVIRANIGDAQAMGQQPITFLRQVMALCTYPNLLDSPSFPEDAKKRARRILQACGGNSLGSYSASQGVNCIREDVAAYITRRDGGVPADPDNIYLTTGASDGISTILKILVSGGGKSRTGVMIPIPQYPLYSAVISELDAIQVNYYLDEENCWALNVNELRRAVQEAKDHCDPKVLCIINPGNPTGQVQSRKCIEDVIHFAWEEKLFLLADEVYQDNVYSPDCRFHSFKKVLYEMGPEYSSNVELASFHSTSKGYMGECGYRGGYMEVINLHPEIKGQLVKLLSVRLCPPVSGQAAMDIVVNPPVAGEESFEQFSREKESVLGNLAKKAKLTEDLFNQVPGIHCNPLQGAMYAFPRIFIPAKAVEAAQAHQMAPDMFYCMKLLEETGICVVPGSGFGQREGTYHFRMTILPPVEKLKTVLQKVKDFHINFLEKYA
#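 Recombinant GPT2 (10ng/uL) with 250uM a-KG and 2mM L-alanine, 30 min at room temperature, in HEPES pH 7.5 buffer. Pyruvate detected by pyruvate oxidase/HRP/Amplex Red fluorescence after 30 min in the dark; AOA (50uM) as positive control.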
# IP6K1 inh = IP6K1 kinase inhibition | actives 0.81% (n = 140,000) | Q92551 | IP6K1 kinase, ADP-Glo luminescence, 2 h; active compounds read low | activity change, % (series mostly up to about 58 µM); in the data active = activity change below about -25%
#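 ADP-Glo luminescence measures ADP made by human IP6K1 during a 2 h RT reaction with ATP/IP6 (mix at 1.3 mM/130 uM); top library doses 57.5 and 19.1 uM final.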
# FLuc inh = Photinus pyralis luciferase inhibition. Potency, µM (highest dose often 115 µM), without a hit: top-dose activity change, negative = inhibition, most hits filed as inhibitors. purified P. pyralis luciferase, luminescence, biochemical. P08659. AID 1347043. actives 2.5% (n = 76,000); also: potency is read from the fitted curve at half-maximal effect; nearly all actives have a fitted effect of over 65% in size
# Target sequence (P08659 whole entry, looked up): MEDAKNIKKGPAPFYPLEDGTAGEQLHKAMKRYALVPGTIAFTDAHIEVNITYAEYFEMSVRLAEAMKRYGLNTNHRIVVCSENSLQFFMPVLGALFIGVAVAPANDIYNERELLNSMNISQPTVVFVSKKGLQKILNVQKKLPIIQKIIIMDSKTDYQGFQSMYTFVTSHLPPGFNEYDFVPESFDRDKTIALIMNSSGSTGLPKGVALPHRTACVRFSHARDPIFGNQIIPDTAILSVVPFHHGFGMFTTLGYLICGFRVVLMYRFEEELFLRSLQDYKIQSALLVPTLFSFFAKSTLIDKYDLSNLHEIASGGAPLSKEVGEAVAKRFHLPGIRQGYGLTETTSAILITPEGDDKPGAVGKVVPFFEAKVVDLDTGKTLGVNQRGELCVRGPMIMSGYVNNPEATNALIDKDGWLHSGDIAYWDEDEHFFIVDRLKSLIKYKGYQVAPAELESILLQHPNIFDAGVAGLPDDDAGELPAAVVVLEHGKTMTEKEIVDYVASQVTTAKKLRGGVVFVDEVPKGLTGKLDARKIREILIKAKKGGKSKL
#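 Biochemical qHTS: compound (6-point titration) added to 10uM D-luciferin plus 10uM ATP in Tris acetate pH 7.5 buffer with Mg, Tween-20 and BSA, then purified enzyme at 10nM; light output imaged.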
# Starred values were filed as active, the others as inactive; i = inactive; ? = inconclusive; . = no result given; & = joins results of further samples; [ ] = remark or other dose. Unless noted, calls follow the shape of the dose curve; as a rule, active = well fitted curve in the direction sought with a large enough effect; inconclusive = small, poorly fitted or top-dose-only effect, or another doubt; inactive = no such curve, though single readings can be large; an effect the other way counts as inactive or inconclusive. Unless noted, % is scaled to controls: 0 for no effect and ±100 for the full control effect.
# Fields: 3T3 cytotox	GPT2 inh	SNCA expr inh	IP6K1 inh	FLuc inh	HEK cytotox	SNCA viab count
(1) O=C(C1CC(=O)N(c2n[nH]c3ccccc23)C1)N1CCN(c2ccc(Cl)cc2)CC1 (stereo not drawn)
    -4%	-12%	10%	16	11%	0%	0%
(2) O=C(NCCc1ccc(Cl)cc1)c1nc(-c2cccnc2)c2ccccn12
    40µM*	-15%	-26%	11	-14%	32µM*	?
(3) COc1cccc(S(=O)(=O)N2CCC3(C2)C(=O)Nc2ccccc23)c1 (stereo not drawn)
    -16%	-8%	7%	-11	.	-27%	-5%
(4) Fc1ccc(CN2CCn3c(nnc3C3CCCNC3)C2)cc1 (stereo not drawn)
    -1%[138 µM]	-14%[88.5 µM]	-10%[87.6 µM]	8&0&9	-16%&-14%[172 µM]	?	?
(5) CCOC(=O)c1noc2nc(C)n(CC(=O)NC(C)CC)c(=O)c12 (stereo not drawn)
    .	.	8%	29	.	.	-7%
(6) Cc1ccc(N2CCN(C(=O)c3cc4n(n3)CC(c3ccc(Cl)cc3)OC4)CC2)c(C)c1 (stereo not drawn)
    ?	3%	-16%	-13	-24%	?	2%
(7) CCCCCNc1ncnc2c1CN(c1ccc(Cl)cc1)C(=O)CN2C
    ?	?	-28%	6	-4%	?	8%
(8) C[C@H]1[C@@H]2[C@@H](O)C([C@H](C)C(=O)NCc3ccccc3)CC[C@@]2(C)CC[C@@H]1NC(=O)C1CCCCC1 (stereo partly drawn)
    -20%	i	5%	3	14%	?	-1%
(9) COCCOCC(=O)N1CC(Oc2ccc(-c3noc(-c4ccccc4)n3)cc2)C1
    ?	i	-1%	-8	?	?	-9%
(10) CN1CCC2(CC1)CN(C(=O)c1cncc(Br)c1)Cc1ccccc1O2
    -19%	i	-6%	2	6%	-16%	-13%
(11) COc1cccc(CNCC2CNCCO2)c1OCCN1CCOCC1 (stereo not drawn)
    -6%	i[11.5 µM]	1%	33	4%	i	-10%
(12) Cc1ccc(C)c(C(=O)N2CCN(c3cc(-c4ccccc4)[nH]n3)CC2)c1
    ?	4%	-7%	3	0%	?	-18%
(13) CC(C)(Oc1nn(CCOc2ccccc2)c2ccccc12)C(=O)NCCCn1ccnc1
    ?	-14%	10%	0	0%	?	-8%
(14) O=c1ccc(-c2cc(-c3cccc4cn[nH]c34)cn3cncc23)c[nH]1
    ?	i	-9%[87.6 µM]	3	5%[172 µM]	?	7%[87.6 µM]
(15) CN(C)CCN(C)[C@@H]1[C@H](O)[C@H](CO)O[C@@H]1CNC(=O)c1cccc(F)c1
    1%	-4%	8%	0	-2%	2%	2%
(16) COc1ccc(-c2noc(CN(CC3CCC(=O)N3)C(C)C)n2)c(OC)c1OC (stereo not drawn)
    3%	i	2%	8	-1%	-5%	4%
(17) CCCCn1c(=O)c(C(=O)NC2CCCc3ccccc32)nc2cccnc21 (stereo not drawn)
    35µM*	i	1%	5	.	40µM*	0%
(18) CCn1ccc(C(=O)N2CCC(N3C(=O)C(OCC4CC4)C34CCOCC4)CC2)n1 (stereo not drawn)
    -15%	-19%	7%	-1	-10%	-18%	6%
(19) COc1ccc(S(=O)(=O)N2CCN(Cc3nc4ccc(C)cc4o3)CC2)cc1OC
    .	.	-6%	-5	.	.	-5%
(20) Cc1ccc(C)c(Cn2ccn3nc(-c4ccccc4)c(CO)c3c2=O)c1
    0%	i	13%	6	-6%	-4%	3%
(21) Cc1cc(C(F)(F)F)nn1-c1nc(-c2ccccc2)cc(C(F)(F)F)n1
    .	.	7%	3	.	.	-3%
(22) CCC(=O)Oc1ccc(-c2nc3ccccc3c(=O)o2)cc1
    .	.	-15%	-17	.	.	-3%
(23) COc1ccccc1N1CCN(C(=O)CN2C(=O)NC(c3ccc(C)cc3)C3=C2COC3=O)CC1 (stereo not drawn)
    -28%	i	-28%	-1	0%	?	-5%
(24) CCOc1ccc(CNC(=O)Cn2nc(C)n3cccc3c2=O)cc1
    .	.	5%	31	.	.	20%
(25) O=C(NCc1ccc(F)cc1)C1CCN(c2nc3ncccc3o2)CC1
    -13%	-22%	-2%	3	.	i	-3%
(26) CCc1ccc(NC(=O)c2cccc(N3CCCS3(=O)=O)c2)cc1
    .	.	125%[activator]	21	.	.	-13%
(27) Cc1cc(C)n(CCc2nc3c4ccccc4nc(N4CCN(c5ccccc5)CC4)n3n2)n1
    .	.	3%	22	.	.	-7%
(28) Cc1cc(SCc2sc(-c3ccc(C(F)(F)F)cc3)nc2C)ccc1OCC(=O)O
    .	-4%	34%[activator]	-29*	.	.	4%&-8%
(29) COc1ccc(Cl)cc1NS(=O)(=O)c1cc(-c2cc(C)no2)ccc1C
    .	.	-1%	17	.	.	-14%
(30) O=C1NCc2ccccc2CC12CCN(Cc1ccc(CO)o1)CC2
    -6%	i	26%	3	.	1%	-3%
(31) CC(=O)NCCC(=O)N[C@@H](CCC(N)=O)C(=O)N[C@@H](CO)C(=O)N[C@@H](CCC(N)=O)C(=O)N[C@@H](CCC(N)=O)C(=O)N[C@H](C(=O)N[C@@H](Cc1ccccc1)C(=O)N[C@]1(C)CCCCCCC=CCCC[C@@](C)(C(=O)N[C@@H](CCC(N)=O)C(=O)N[C@@H](CC(N)=O)C(N)=O)NC(=O)[C@H](CC(C)C)NC(=O)[C@H](CC(C)C)NC(=O)[C@@H](CCCNC(=N)N)NC(=O)[C@H](Cc2c[nH]c3ccccc23)NC(=O)[C@H](CC(C)C)NC(=O)[C@H](CC(N)=O)NC1=O)[C@H](C)O
    .	i	-22%	.	.	.	-19%
(32) CCn1ccc(C(=O)NCC2Cn3cccc3CN2Cc2ccccc2)n1 (stereo not drawn)
    ?	?	27%	7	-3%	?	-6%
(33) Cn1nc(-c2nncn2-c2ccccc2)c2c1CCN(C(=O)CN1CCCCCC1)C2
    -6%	-2%	6%	-11	9%	i	4%
(34) COc1cccc(-c2cc(C(=O)O)cc(S(=O)(=O)N3CCSCC3)c2)c1
    ?	-15%	-18%	20	3%	3%	-12%
(35) COCC(=O)N[C@@H]1CNCC[C@@H]1c1nc(C)no1
    -3%	0%	8%	23	2%	3%	-2%
(36) Cc1cccc(N2C(=O)CSC23C(=O)N(CC(=O)Nc2cccc(Cl)c2)c2ccccc23)c1 (stereo not drawn)
    .	.	?	11	.	.	?
(37) COCCNC(=O)[C@@H]1CCC[C@@H](NC(=O)c2ccccc2)CN(C)C(=O)C1
    -7%[138 µM]	3%[88.5 µM]	11%[87.6 µM]	15	-6%[172 µM]	-2%[172 µM]	-1%[87.6 µM]
(38) CCc1ccccc1NC(=O)Nc1nnc(N(CC)c2ccccc2)s1
    .	.	7%	-5	.	.	2%
(39) COc1cccc(C(=O)N2CCN(c3nccc(Nc4ccccc4OC)n3)CC2)c1
    ?	i	?	13	.	-63%	-15%
(40) CN1CCN(c2ccc(-c3cccc(NC(=O)C4CCCCC4)c3)nn2)CC1
    ?	i	51%[activator]	2	14µM*	?	-1%
(41) O=C(c1ccc(Cl)cc1)N1CCC2(C1)C(=O)N(CCc1ccccc1)c1ccccc12 (stereo not drawn)
    ?	1%	?	8	.	?	-28%
(42) COc1ccc(C2Cn3nnc(C(=O)NCc4cccc(C(F)(F)F)c4)c3CO2)cc1 (stereo not drawn)
    -8%	i	5%	19	17%	3%	3%
(43) CCc1ccc(S(=O)(=O)c2nnn3c2nc(NCCNC(C)=O)c2cc(Cl)ccc23)cc1
    .	.	6%	27	.	.	-10%
(44) CCOCCCNC(=O)N1CCC2(CC1)CC(N(Cc1ccc(F)cc1)C1CC1)CCO2 (stereo not drawn)
    -10%	i	13%	1	11%	?	-2%
(45) COc1cccc(CCC(=O)N2C[C@@H](C(N)=O)[C@H](c3nc(C)no3)C2)c1
    -13%	-3%	-3%	5	-10%	-3%	-1%
(46) COCc1c(O)c(C(=O)O)c(C)c2c1OC(=O)c1c(C)cc(O)c(CO)c1O2
    .	?	.	-23	.	.	-3%
(47) CN1CCC(N[C@H]2C[C@@H](Cc3cc(C(C)(C)C)on3)C2(C)C)CC1
    50µM*	-8%[88.5 µM]	3%[87.6 µM]	-5	6%[172 µM]	28µM*	-14%[87.6 µM]
(48) CCOc1ccc(NC(=O)Cn2c(=O)n(-c3cccc(Cl)c3)c(=O)c3c2c2cc(C)ccc2n3C)cc1
    .	.	28%	10	.	.	-12%
(49) CC(CNC(=O)CCCn1c(=O)c2cccn2c2ccccc21)c1ccccc1 (stereo not drawn)
    .	.	11%	-9	.	.	-9%
(50) O=C1CCN(S(=O)(=O)c2ccc3c(c2)CCC3)CCCC(C(=O)NCc2ccncc2)CCN1 (stereo not drawn)
    -17%	5%	-1%	6	9%	-6%	0%
(51) CCOc1ccccc1C1NC(=O)N(CC(=O)NCc2cccc(OC)c2)C2=C1C(=O)OC2 (stereo not drawn)
    -5%	-5%	19%	0	-4%	-4%	4%
(52) CCS(=O)(=O)N1CCc2cc(C(=O)NCc3ccccc3OC)ccc21
    .	.	-18%	-11	.	.	-6%

# Ordered by molar mass (ascending): 10 of the compounds above
# Fields: 3T3 cytotox	GPT2 inh	SNCA expr inh	IP6K1 inh	FLuc inh	HEK cytotox	SNCA viab count
(47) CN1CCC(N[C@H]2C[C@@H](Cc3cc(C(C)(C)C)on3)C2(C)C)CC1
    50µM*	-8%[88.5 µM]	3%[87.6 µM]	-5	6%[172 µM]	28µM*	-14%[87.6 µM]
(45) COc1cccc(CCC(=O)N2C[C@@H](C(N)=O)[C@H](c3nc(C)no3)C2)c1
    -13%	-3%	-3%	5	-10%	-3%	-1%
(52) CCS(=O)(=O)N1CCc2cc(C(=O)NCc3ccccc3OC)ccc21
    .	.	-18%	-11	.	.	-6%
(40) CN1CCN(c2ccc(-c3cccc(NC(=O)C4CCCCC4)c3)nn2)CC1
    ?	i	51%[activator]	2	14µM*	?	-1%
(49) CC(CNC(=O)CCCn1c(=O)c2cccn2c2ccccc21)c1ccccc1 (stereo not drawn)
    .	.	11%	-9	.	.	-9%
(46) COCc1c(O)c(C(=O)O)c(C)c2c1OC(=O)c1c(C)cc(O)c(CO)c1O2
    .	?	.	-23	.	.	-3%
(41) O=C(c1ccc(Cl)cc1)N1CCC2(C1)C(=O)N(CCc1ccccc1)c1ccccc12 (stereo not drawn)
    ?	1%	?	8	.	?	-28%
(43) CCc1ccc(S(=O)(=O)c2nnn3c2nc(NCCNC(C)=O)c2cc(Cl)ccc23)cc1
    .	.	6%	27	.	.	-10%
(50) O=C1CCN(S(=O)(=O)c2ccc3c(c2)CCC3)CCCC(C(=O)NCc2ccncc2)CCN1 (stereo not drawn)
    -17%	5%	-1%	6	9%	-6%	0%
(48) CCOc1ccc(NC(=O)Cn2c(=O)n(-c3cccc(Cl)c3)c(=O)c3c2c2cc(C)ccc2n3C)cc1
    .	.	28%	10	.	.	-12%

# A portion of the library; rates above refer to the full screens.
